Screens: PubChem, National Center for Advancing Translational Sciences (NCATS)
rTrxR1 inhibitor = inhibitors of rat thioredoxin reductase 1 | recombinant rTrxR1, NADPH fluorescence consumption, selenite substrate | O89049 | AID 588453 | 1% of 390,000 active | Potency, µM (titrated, usually from 114 µM), without a hit: at the highest dose activity change, negative = inhibition, most hits filed as inhibitors; note: potency is the fitted concentration of half-maximal effect; % is set by controls: 0 for no effect and ±100 for the full control effect; nearly all actives have a fitted effect of over 65% in size
Target sequence (O89049 whole entry, looked up): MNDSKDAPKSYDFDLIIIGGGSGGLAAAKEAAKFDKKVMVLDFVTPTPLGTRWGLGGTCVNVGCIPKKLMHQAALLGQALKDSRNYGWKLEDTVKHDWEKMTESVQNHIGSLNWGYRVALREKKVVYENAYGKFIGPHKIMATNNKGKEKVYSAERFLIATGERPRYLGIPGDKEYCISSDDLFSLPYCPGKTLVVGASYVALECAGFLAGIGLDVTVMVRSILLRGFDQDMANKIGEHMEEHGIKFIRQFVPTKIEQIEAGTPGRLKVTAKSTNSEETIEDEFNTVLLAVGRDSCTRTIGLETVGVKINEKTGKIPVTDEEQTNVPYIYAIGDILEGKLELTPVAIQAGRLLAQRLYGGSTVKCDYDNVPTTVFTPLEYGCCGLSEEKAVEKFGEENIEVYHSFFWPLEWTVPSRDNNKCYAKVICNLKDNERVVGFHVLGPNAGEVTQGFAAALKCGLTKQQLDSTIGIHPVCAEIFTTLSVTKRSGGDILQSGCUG
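Rat TrxR1 (90 nM in the dispensed reagent) was pre-reduced with 400 uM NADPH for 5 min at room temperature, then incubated with compound for 15 min. After 400 uM selenite was added, NADPH fluorescence (Ex 340/Em 450 nm) was followed for 8 min.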
LDHA block = inhibitors of human lactate dehydrogenase A | P00338 | activity change, % (values are at about 110 or 230 µM) | purified LDHA, NADH/diaphorase-resazurin fluorescence; hits give low values | 0.15% of 480,000 active; in the data active = activity change below about -30%; inconclusive = mostly about -25% to -30%;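 note: plate controls were DMSO wells for no effect and wells without enzyme for full effect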
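Resorufin fluorescence (ex540/em590), read at 0 and 20 min after diaphorase/resazurin addition, reports the NADH left after a 5 min room-temperature reaction of 2 nM human LDH5 with 0.06 mM NADH and 0.2 mM pyruvate.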
Vif-APOBEC3F blk = Vif-A3F binding inhibition | HeLa A3F-eYFP + Vif (tagged APOBEC3F with the HIV-1 protein that degrades it), YFP fluorescence increase | Potency, µM (top dose mostly 46.1 µM), without a hit: top-dose activity, negative = active | 0.2% of 390,000 active; note: potency is the fitted concentration of half-maximal effect; % of control where 0% means no effect; nearly all actives have a fitted effect of over 65% in size
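HeLa cells stably expressing A3F-eYFP plus Vif, plated and incubated overnight at 37 deg C, then exposed to compounds overnight at 37 deg C. Blocked degradation read as raised yellow fluorescence (Ex 488/Em 500-530).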
RGS4 inhibitor = inhibitors of human regulator of G protein signaling 4. P49798. Potency, µM (series often up to 114 µM), for the others: at the top dose activity change, negative = inhibition, hits mostly inhibitors. 0.039% of 390,000 active. AID 504845. Transcreener GDP fluorescence polarization, RGS4-accelerated GTP hydrolysis; note: potency is the fitted concentration of half-maximal effect; % is set by controls: 0 for no effect and ±100 for the full control effect; nearly all actives have a fitted effect of over 75% in size; some results filed as inactive show a strong effect at the top dose
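MLSMR compounds (23 nl, pin-transferred) preincubated 10 min at room temperature with a 500nM (2x) first reagent, then RGS4 at 900nM (2x) plus Transcreener GDP mix added; fluorescence polarization (620/688 nm) read before and after 90 min at 30 °C.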
USP1 inh = USP1/UAF1 (human) deubiquitinase inhibition; O94782; recombinant USP1/UAF1, Ub-Rhodamine cleavage fluorescence; Potency, µM (doses to about 57.1 µM), without a hit: at the top dose activity change, negative = inhibition, usual class: inhibitors; 0.23% of 390,000 active; note: potency is the fitted concentration of half-maximal effect; % is set by controls: 0 for no effect and ±100 for the full control effect; nearly all actives have a fitted effect of over 60% in size; inactives centre near -12
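In this screen, compounds sit with the deubiquitinase complex (1nM) for 15 min at room temperature before Ub-Rho is added at 150nM final. Fluorescence rise is then followed for 6 reads every 60 seconds.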
Glioma ERSR ind = ER stress response induction in glioma. U87-MG GRP78 promoter luciferase reporter, 16 h. Potency, µM, for the others: at the top dose activation, hits mostly activators. 0.02% of 420,000 active. AID 602332; note: potency is the fitted concentration of half-maximal effect; series mostly up to about 76 µM; % of control where 0% means no effect; nearly all actives have a fitted effect of over 35% in size
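Stably transfected U87-MG glioma cells carrying a GRP78-based luciferase sensor; 16 h compound incubation. Luminescence end-point read 10 min after Bright-Glo addition at room temperature.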
IDH1 R132H inh = human IDH1 R132H inhibition. 0.093% of 390,000 active. AID 602179. Potency, µM (highest dose often 76.6 µM), without a hit: at the highest dose activity change, negative = inhibition, hits mostly inhibitors. O75874. IDH1-R132H enzyme, NADPH consumption, diaphorase/resazurin fluorescence; note: potency is the fitted concentration of half-maximal effect; % is set by controls: 0 for no effect and ±100 for the full control effect; nearly all actives have a fitted effect of over 65% in size
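IDH1-R132H (0.5 ug/mL dispensed) in pH 7.5 Tris buffer was preincubated 30 min with compound, then given a substrate mix of 0.016 mM NADPH and 2 mM alpha-KG for 80 min at room temperature; remaining NADPH was read by diaphorase/resazurin fluorescence.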
Vif-APOBEC3G blk = blocks the Vif interaction with human APOBEC3G. Q9HC16. HeLa A3G-eYFP + Vif (tagged APOBEC3G with the HIV-1 protein that degrades it), YFP fluorescence, overnight. Potency, µM (series often up to 46.1 µM), without a hit: at the top dose activity, negative = active, hits mostly inhibitors. 0.076% of 410,000 active. AID 602310;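 note: potency is the fitted concentration of half-maximal effect; % is set by controls: 0 for no effect and ±100 for the full control effect; nearly all actives have a fitted effect of over 60% in size; hits raise eYFP signal because A3G escapes Vif-driven loss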
Target sequence (Q9HC16 whole entry, looked up): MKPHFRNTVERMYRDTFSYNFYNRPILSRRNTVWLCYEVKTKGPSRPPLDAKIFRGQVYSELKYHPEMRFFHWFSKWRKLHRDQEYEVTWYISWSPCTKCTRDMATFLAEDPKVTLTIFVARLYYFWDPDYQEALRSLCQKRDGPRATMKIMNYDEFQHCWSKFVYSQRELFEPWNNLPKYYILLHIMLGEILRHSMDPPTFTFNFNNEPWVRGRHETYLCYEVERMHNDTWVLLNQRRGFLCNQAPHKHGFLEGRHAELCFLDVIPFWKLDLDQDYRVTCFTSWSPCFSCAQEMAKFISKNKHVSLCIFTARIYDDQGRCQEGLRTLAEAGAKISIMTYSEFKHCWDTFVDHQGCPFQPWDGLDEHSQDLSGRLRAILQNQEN
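HeLa cells stably expressing Vif and C-terminally eYFP-tagged A3G, seeded overnight at 37 deg C, then exposed to compound by pintool overnight at 37 deg C. Rise in yellow fluorescence (Ex 488/Em 500-530, Acumen) marks blocked Vif-driven A3G degradation.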
TrxR1 substrate = rat thioredoxin reductase 1 substrate activity | 0.01% of 390,000 active | O89049 | AID 588456 | purified TrxR1 substrate turnover, NADPH consumption readout | Potency, µM (series often up to 114 µM), inactives show at the highest dose activity change, negative = substrate turnover; note: potency is the fitted concentration of half-maximal effect; % is set by controls: 0 for no effect and ±100 for the full control effect; nearly all actives have a fitted effect of over 50% in size
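Rat TrxR1, dispensed at 90 nM, was prereduced with 400 uM NADPH (final) for 5 min at ~22 deg C, then incubated with compound 15 min before 400 uM selenite. A first-read NADPH fluorescence drop versus no-compound background flagged substrates.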
Starred values were filed as active, the others as inactive; ? = inconclusive; nt = no result given; [ ] = dose if it differs, or a comment. Unless noted, calls come from the whole dose curve; as a rule, active = well fitted curve in the direction sought with a large enough effect; inconclusive = small, poorly fitted or top-dose-only effect, or another doubt; inactive = no such curve, though single readings can be large; an effect the other way counts as inactive or inconclusive. Not all compounds are listed (hit frequency here may not be typical).

mol,LDHA block,rTrxR1 inhibitor,Vif-APOBEC3G blk,IDH1 R132H inh,TrxR1 substrate,RGS4 inhibitor,Glioma ERSR ind,USP1 inh,Vif-APOBEC3F blk
O=C(Nc1ccc(S(=O)(=O)NC2=NCCCCC2)cc1)c1cc(S(=O)(=O)N2CCOCC2)ccc1F,-3,11%,-1%,4%,6%,-17%,-4%,-15%,5%
O=C(NC(=S)Nc1ccccc1Cl)c1cnn2c(C(F)(F)F)cc(C(F)(F)F)nc12,-5,22%,0%,7%,0%,14%,-2%,-4%,0%
COc1cc(OC)cc(-c2c(-c3cccs3)c3cc(-c4ccc5[nH]ccc5c4)ccc3n2C)c1,-19,-3%[57.1 µM],-13%,-1%,28%,3%,-3%,-30%,-4%
COc1cc(NC(=O)CCc2nnc3ccc(N4CCC5(CC4)OCCO5)nn23)cc(OC)c1,0,23%,0%,7%,11%,25%[56.9 µM],-1%,-14%,3%
CC(=O)c1c(C)[nH]c(C(=O)CSc2nnc3ccccn23)c1C,0,-15%,0%,0%,-6%,-29%,-2%,-7%,-17%
Cc1noc2ncc(C(=O)c3cc(F)ccc3O)cc12,0,25%[57.1 µM],-3%,2%,13%[57.1 µM],-1%,-3%,-6%,-9%
CCC(C)OC(=O)C1=C(C)O[C@]23OC(N)=C(C#N)[C@]12C(=O)c1ccccc13 (stereo partly drawn),1,-4%[57.1 µM],-3%,1%,4%[57.1 µM],10%[11.4 µM],-2%,-11%,4%
COc1cc(/C=N/Nc2nc(=O)[nH]nc2C)cc(OC)c1O,16,3%[57.1 µM],2%,0%,-6%[57.1 µM],?,3%,-26%,7%
CC(C)(C)N1CC(OC(N)=O)C1,-1,-4%[2.29 µM],0%,-4%,0%[2.29 µM],18%,-6%,-19%,5%
COc1cc(NC(=O)CN(C)S(=O)(=O)c2ccc(-c3ccc(=O)[nH]n3)s2)cc(OC)c1,0,4%,1%,-1%,4%,-12%,-1%,-18%,-12%
C/C(=N\NC(=O)c1nnn(-c2nonc2N)c1C(C)C)c1ccncc1,-7,20%,-1%,-14%,0%,6%,0%,-19%,12%
COc1ccc(OC)c(-n2c(SCC(=O)N3CCc4ccccc43)nc3c(c2=O)SCC3)c1,3,14%[57.1 µM],1%,-6%,-6%[57.1 µM],13%,-2%,-21%,-5%
CN1C(=O)CC(c2cn(Cc3ccccc3)c3ccccc23)C1=O (stereo not drawn),2,3%,-7%,1%,-2%,-4%,-4%,1%,?
CN(C)C(=O)CCc1ccc2c3c([nH]c2c1)[C@]1(CCc2ccccc2)[C@@H](C(=O)N2CCCCC2)C[C@H](CC(=O)NCc2ccco2)C(=O)N1CC3,-4,12%,-6%,-11%,2%,-26%,-3%,-29%,6%
O=C(NC1CC1)C1=C[C@@H](c2csc3ccccc23)C[C@@H](OCCCCO)O1,0,11%,-6%,-5%,4%,-15%,-5%,-29%,1%
O=C1NC(c2ccc(O)cc2)Nc2ccccc21 (stereo not drawn),-2,17%[57.1 µM],?,7%,32%[activator][57.1 µM],0%,-6%,-3%,-4%
CCN(CC)S(=O)(=O)c1cc(NC(=O)c2ccc(Br)s2)ccc1C,-14,2%[57.1 µM],1%,1%,-4%,?,0%,?,-5%
CC(=O)OC(C(=O)NC1CCCCC1)c1ccc(Cl)c(Cl)c1 (stereo not drawn),-4,-3%,0%,-3%,-10%,9%,2%,-22%,-5%
Cc1ccc(N2CC(C(=O)Nc3nnc(SCC(N)=O)s3)CC2=O)cc1 (stereo not drawn),1,4%,1%,1%,-7%,-25%,-7%,-12%,-7%
CN(C(=O)CSc1nncc2ccccc12)C1CCCCC1,-18,28%,0%,-1%,6%,0%,2%,-8%,8%
Cc1ccc(/C=N/NC(=O)c2ccc(C(=O)N/N=C/c3ccc(C)s3)o2)s1,2,10%,0%,5%,34%[activator],29%,-2%,0%,4%
N=c1sccn1CC(=O)Nc1ccc([N+](=O)[O-])cc1Cl,0,11%[57.1 µM],2%,-1%,3%[57.1 µM],1%[56.9 µM],7%,-1%,0%
CC1CCC(C(=O)NC(C(=O)NCc2ccccn2)C(C)C)CC1 (stereo not drawn),-7,9%,0%,5%,-1%,-17%,-1%,-11%,nt
CC(=O)Nc1ccc(Oc2nc(-c3cccnc3)nc3sc4c(c23)CCCC4)cc1,-6,11%,12%,5%,7%,-8%,-3%,-19%,-8%
CCN1CCN(C(=O)CCc2nnc(CCc3ccccc3OC)o2)[C@@H](C)C1=O,-3,13%,-1%,-4%,3%,2%,7%,-20%,1%
CCOc1ccc(NS(=O)(=O)c2ccc(C(=O)N(C)CCc3ccc(OC)c(OC)c3)cc2)cc1,-5,6%,1%,-2%,-1%,-28%,-4%,-15%,4%
COc1nc(NCCc2ccc(OC)c(OC)c2)nc(Nc2ccccc2)n1,0,0%[57.1 µM],-12%,1%,-4%[57.1 µM],13%,-1%,-7%,1%
O=C1c2ccccc2C(=O)C12OC(c1ccccc1)C1(C(=O)c3ccccc3C1=O)C2c1ccc([N+](=O)[O-])cc1 (stereo not drawn),-4,9%[57.1 µM],-1%,2%,-8%,12%[11.4 µM],-3%,-4%,8%
O=C(N/N=C\c1ccc(Sc2ccccn2)o1)c1cccc(F)c1,0,-7%,-16%,8%,-10%,-23%,0%,-13%,-7%
CN(CC1CCCN(CCc2ccc(Cl)cc2)C1)C(=O)c1ccco1 (stereo not drawn),0,2%,-1%,7%,1%,10%,-3%,-9%,3%
CCc1nc2ccc(C(=O)NCc3cc(OC)ccc3OC)cc2nc1CC,4,-9%[57.1 µM],3%,13%,-8%[57.1 µM],-19%,-3%,-17%,5%
O=C(OCC(=O)N1CCOCC1)c1ccccc1OCc1ccccc1,-3,14%,1%,-1%,-4%,3%,-1%,-19%,6%
O=C(/C=C/c1ccc(Cl)cc1)N1CCN(Cc2ccccc2)CC1,-5,-15%[57.1 µM],1%,0%,-7%,26%,-1%,-14%,17%
CS(=O)(=O)N(CC(=O)N1CCc2ccccc2C1)c1ccccc1Br,-1,10%,1%,-3%,-1%,17%,-5%,-19%,-7%
Cc1ccc(-c2[nH]nc(N)c2N=Nc2cccc(Cl)c2C)cc1,-9,17%[57.1 µM],5%,-10%,-11%,14%[11.4 µM],-14%,-26%,-14%
COc1cc(OC)cc(C(=O)N[C@H](C(=O)OCC(=O)Nc2cccc(F)c2)C(C)C)c1,-1,-5%,-1%,2%,-9%,2%,-3%,-6%,-1%
CCN1CCN(C(=O)c2ccccc2N(Cc2ccccc2)S(=O)(=O)c2ccc(C)cc2)CC1,-6,-5%,0%,7%,-2%,-18%,-4%,-6%,0%
CSc1cccc(NS(=O)(=O)c2cc(Br)cnc2N)c1,-2,8%,3%,3%,1%,0%,1%,-12%,5%

Five compounds drawn at random from the list so far, as already listed:
mol,LDHA block,rTrxR1 inhibitor,Vif-APOBEC3G blk,IDH1 R132H inh,TrxR1 substrate,RGS4 inhibitor,Glioma ERSR ind,USP1 inh,Vif-APOBEC3F blk
O=C(/C=C/c1ccc(Cl)cc1)N1CCN(Cc2ccccc2)CC1,-5,-15%[57.1 µM],1%,0%,-7%,26%,-1%,-14%,17%
CCc1nc2ccc(C(=O)NCc3cc(OC)ccc3OC)cc2nc1CC,4,-9%[57.1 µM],3%,13%,-8%[57.1 µM],-19%,-3%,-17%,5%
CCN1CCN(C(=O)c2ccccc2N(Cc2ccccc2)S(=O)(=O)c2ccc(C)cc2)CC1,-6,-5%,0%,7%,-2%,-18%,-4%,-6%,0%
COc1cc(OC)cc(C(=O)N[C@H](C(=O)OCC(=O)Nc2cccc(F)c2)C(C)C)c1,-1,-5%,-1%,2%,-9%,2%,-3%,-6%,-1%
Cc1ccc(-c2[nH]nc(N)c2N=Nc2cccc(Cl)c2C)cc1,-9,17%[57.1 µM],5%,-10%,-11%,14%[11.4 µM],-14%,-26%,-14%
